Bioassay records (PubChem BioAssay)
CDK5 inh: inhibitors of human CDK5/p35 kinase, primary screen, biochemical, single concentration. AID 488839, 2010. 0.01% of 330,000 active. Cyclin-dependent kinase 5 (Homo sapiens) + Cyclin-dependent kinase 5 activator 1 (Homo …. inhibition, % at 10 µM. Recombinant CDK5/p35, ADP-Glo luminescence, 60 min;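 active = highest replicate inhibition of at least 50% and at least 75% of replicates reaching 50%; inconclusive = only one of the two criteria met; inactive = both criteria failed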;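 also: plate controls were DMSO neutral control for no effect and GW8510 at 10 µM for full effect; many of its hits are not listed in these tables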
NSD2 inh: NSD2 histone methyltransferase inhibitors, primary screen, biochemical, AlphaScreen, single concentration, set 2; Histone-lysine N-methyltransferase NSD2 (Homo sapiens), O96028; NSD2 peptide methylation, 120 min; inhibition, % at 12.5 µM; 0.54% of 310,000 active; in the data active = inhibition above about 50%
V-ATPase pH: regulators of yeast V-ATPase proton pumping, primary screen, pHLuorin cytosolic pH fluorescence | 0.37% of 350,000 active | S. cerevisiae | response, % at 10 µM; in the data active = response mostly above about 7.3%, no sharp cut-off; inactive = mostly below about 5.4%; also: actives read high; inactives centre near 0; some compounds called inactive have numbers as strong as hits; reference of the scale not given here
MITF act: activators of MITF-driven TRPM1 promoter reporter, primary screen, cell-based, SK-MEL-5, luciferase, single point | AID 588334, 2011 | activation, % at 12.5 µM | SK-MEL-5 TRPM1-promoter luciferase, 24 h; % of positive control, neutral wells = 0 | 0.75% of 300,000 active;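 active = mean activation of at least 80% with every replicate also reaching 80%; inconclusive = mean reaches 80% but some replicate falls short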;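 also: 0% = neutral control wells and 100% = parthenolide positive control wells; values of inactives mirror those of a sister screen read the other way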
PvdQ acylase: P. aeruginosa PvdQ acylase inhibitors, primary screen, biochemical, fluorescence, plate reader and imaging, single point | purified PvdQ acylase | inhibition, % at 10 µM | 0.063% of 340,000 active | AID 488965, 2010; in the data active = inhibition above about 30%, passing the limit was not always enough; inconclusive = no clear call, values can overlap the other calls;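 also: 0% = vehicle neutral wells and 100% = reference inhibitor wells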
HTR5A inv ag: HTR5A inverse agonists in luminescence cell assay, primary screen, counter-screen for OPRM1-OPRD1 heterodimer inverse agonist project, full-deck HTS | HTR5A cell line, inverse agonism | inhibition, % at 9.3 µM | 0.083% of 340,000 active | AID 504634, 2011; in the data active = inhibition mostly above about 23%, no sharp cut-off; inactive = mostly below about 18%;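 also: 0% = cells with DMSO and 100% = no-cell wells with DMSO; some compounds called inactive have numbers as strong as hits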
Target sequence (P47898 whole entry, looked up): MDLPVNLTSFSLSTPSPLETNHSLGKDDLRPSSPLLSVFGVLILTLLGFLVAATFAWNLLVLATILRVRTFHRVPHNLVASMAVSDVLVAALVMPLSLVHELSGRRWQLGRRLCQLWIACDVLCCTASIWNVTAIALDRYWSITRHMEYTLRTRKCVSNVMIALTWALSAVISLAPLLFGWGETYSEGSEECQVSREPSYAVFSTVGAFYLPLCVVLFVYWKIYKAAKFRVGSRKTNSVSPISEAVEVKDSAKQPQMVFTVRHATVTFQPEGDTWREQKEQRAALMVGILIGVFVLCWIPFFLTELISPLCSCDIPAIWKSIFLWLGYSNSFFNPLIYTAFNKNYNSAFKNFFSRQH
dFosB activator: activators of delta FosB homodimer, primary screen, biochemical, fluorescence polarization, TAMRA-CDK5 oligo, single point | activation, % at 25 µM | AID 493131, 2011 | Protein FosB (Mus musculus), P13346 | 0.99% of 340,000 active | purified delta FosB; percent of positive-control signal above neutral wells;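 active = mean activation above about 17%, with every replicate also reaching it, limit read from the data, passing the limit was not always enough; inconclusive = only one of the two conditions met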;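 also: fluorescence polarization rise as delta FosB binds a TAMRA Cdk5 AP-1 oligo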
Target sequence (P13346 whole entry, looked up): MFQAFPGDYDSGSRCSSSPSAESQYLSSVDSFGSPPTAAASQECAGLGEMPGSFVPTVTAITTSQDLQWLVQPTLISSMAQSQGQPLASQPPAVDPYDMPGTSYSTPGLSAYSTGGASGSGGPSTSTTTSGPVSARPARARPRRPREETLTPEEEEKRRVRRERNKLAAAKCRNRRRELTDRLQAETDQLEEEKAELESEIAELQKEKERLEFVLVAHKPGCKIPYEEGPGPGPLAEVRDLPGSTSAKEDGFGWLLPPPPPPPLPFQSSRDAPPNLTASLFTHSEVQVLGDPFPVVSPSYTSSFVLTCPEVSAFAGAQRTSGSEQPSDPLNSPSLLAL
SR-BI DiI inh: inhibitors of SR-BI mediated HDL lipid uptake, primary screen, ldlA[mSR-BI] cells, fluorescence, single point | ldlA[mSR-BI] CHO cells, DiI-HDL uptake fluorescence, 3 h | inhibition, % at 12.5 µM | Scavenger receptor class B member 1 (Mus musculus), Q61009 | 0.96% of 320,000 active | AID 488896, 2010;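 active = mean replicate inhibition of at least 70% and a set share of replicates each scoring 70 or more; inconclusive = meets just one of the two criteria; inactive = fails both criteria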;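 also: 0% = median of neutral control wells and 100% = median of positive control wells; values of inactives mirror those of a sister screen read the other way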
HTR5A ag ctr: HTR5A agonists in luminescence cell assay, primary screen, counter-screen for OPRM1-OPRD1 heterodimer agonist project, full-deck HTS | cell-based | 5-hydroxytryptamine receptor 5A (Homo sapiens), P47898 | activation, % at 9.3 µM | 0.61% of 340,000 active; in the data active = activation mostly above about 9.5%, no sharp cut-off; inactive = mostly below about 7.6%;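 also: 0% = cells with vehicle only and 100% = reference agonist; strong numbers were not always called active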
Wnt bcat act: Wnt/beta-catenin pathway activators, primary screen, cell-based, plate reader, single point; Wnt/beta-catenin reporter cell assay, activator; activation, % at 9.35 µM; 1.2% of 300,000 active; in the data active = activation above about 30%, passing the limit was not always enough; inconclusive = no clear call, values can overlap the other calls;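 also: 0% = neutral control wells and 100% = positive control wells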
* hit, by the source's call; u = inconclusive; x = no result given.

SMILES | CDK5 inh | NSD2 inh | V-ATPase pH | MITF act | PvdQ acylase | HTR5A inv ag | dFosB activator | SR-BI DiI inh | HTR5A ag ctr | Wnt bcat act
CCOCC(=O)Nc1cc(C(=O)OC)cc(C(=O)OC)c1 | -0.6 | -2 | 5 | -3 | -17 | 10 | -3 | 11 | -4 | x
COc1cccc(C(=O)Nc2ccc(Oc3cccc(C(F)(F)F)c3)nc2)c1 | -1.0 | -2 | -1 | -9 | -15 | -6 | -5 | 12 | 3 | 2
COc1ccc(Br)c2oc(S)cc(=O)c12 | -0.4 | x | 4 | x | 9 | -4 | 6 | 9 | 2 | 0
Cc1cc(S(=O)(=O)NCc2ccccc2)ccc1OCC(=O)Nc1cccc([N+](=O)[O-])c1 | 0.0 | -3 | -2 | 5 | -12 | 17 | 0 | -7 | 4 | 1
COC(=O)c1nc(N)sc1-c1ccc(OC)cc1 | 1.4 | 1 | 6 | -5 | -9 | -10 | 5 | 2 | 0 | 0
Cc1cc(C(=O)NC(C)Cc2ccccc2)cc(C)c1[N+](=O)[O-] (stereo not given) | -2.9 | 4 | 7 | -4 | -13 | x | -7 | 31 | x | 0
Cc1cc(C(=O)CCC(=O)N2CCN(S(=O)(=O)c3ccccc3)CC2)c(C)s1 | 3.0 | -1 | 0 | 5 | -7 | -19 | -9 | 4 | 8 | -1
COC(=O)c1c(NC(=O)CSc2nnc(C)c(=O)[nH]2)sc(C)c1C | 0.1 | -1 | 2 | 1 | -8 | -1 | -10 | -11 | 0 | 1
COc1cc2ccccc2cc1C(=O)Nc1ccc(N2CCOCC2)cc1 | -1.8 | 1 | -1 | -4 | -12 | -15 | -14 | 56 | 6 | -5
O=C(NNC(=S)NC(=O)c1ccco1)c1ccc(F)cc1 | 0.3 | 0 | -3 | x | -17 | 14 | -1 | x | 8 | 1
Cc1cccnc1NC(=O)c1ccccc1-c1ccccc1C(=O)Nc1ncccc1C | 0.1 | -3 | 0 | -5 | -7 | -3 | -3 | -28 | 0 | x
O=C(COc1ccc(Br)cc1Cl)NNC(=O)c1ccccc1 | 1.0 | 4 | 1 | 4 | -10 | -9 | -5 | -9 | 3 | 0
CSc1ccc(CN(C)CC(=O)Nc2ccc(C)cc2Br)cc1 | -0.6 | 19 | 3 | -17 | -9 | -14 | -1 | 14 | 0 | -2
CCOc1ccc(S(=O)(=O)N2CCC(C(=O)Nc3cccc(NC(C)=O)c3)CC2)cc1 | -0.3 | 15 | -2 | -3 | 3 | 1 | -18 | x | 0 | -4
Cc1cc(C)c(OCC(=O)Nc2nnc(-c3ccco3)o2)c(C)c1 | -1.1 | -1 | 0 | -6 | 7 | -2 | -3 | -13 | 4 | -1
Cn1cnnc1SCC(=O)N/N=C/c1ccc(OCC(N)=O)cc1 | 0.7 | -5 | 0 | -2 | -1 | -6 | 2 | 5 | 2 | 5
COC(=O)[C@@]12CCCCN1[C@H](c1ccc(-c3ccc(F)cc3)cc1)[C@H]1C(=O)N(C)C(=O)[C@H]12 | 1.3 | x | 3 | -17 | -17 | -1 | -4 | 18 | 3 | -8
CN(C)S(=O)(=O)c1cc(NC(=O)C2=COCCO2)ccc1Cl | -0.4 | 1 | -1 | 0 | 1 | -18 | 2 | -2 | 7 | 0
Nc1nc(SCC(=O)Nc2cc(Cl)ccc2Cl)n[nH]1 | 4.5 | -1 | 1 | 7 | 4 | 1 | -2 | -26 | 0 | -1
CN(CC(=O)Nc1ccccc1Cl)C(=O)COC(=O)CCN1C(=O)C2CC=CCC2C1=O (stereo not given) | 1.5 | 1 | 1 | 22 | -17 | -5 | -2 | -5 | 2 | -1
CCCC1=C(C(=O)OCC)C(c2ccco2)C(C#N)=C(N)O1 (stereo not given) | 0.7 | -5 | -1 | 6 | -1 | -9 | -5 | -7 | 3 | -1
CCCCn1c(-c2csc(CC)c2)n[nH]c1=S | 1.7 | 0 | 1 | 6 | -9 | 7 | -10 | 1 | 1 | x
O=C(NC1CC1)c1cc(-c2ccco2)nc2ccccc12 | 2.8 | 4 | 1 | -9 | -1 | -11 | -10 | 1 | 4 | x
Cc1cc(C(=O)NC2CCCc3ccccc32)no1 (stereo not given) | -0.1 | -9 | -1 | -4 | -17 | -7 | -7 | 11 | 2 | -2
COc1cccc(NC(=O)CNS(=O)(=O)c2ccc(Cl)cc2)c1 | -0.9 | -7 | -4 | 8 | -6 | -9 | 1 | 25 | 5 | x

The list goes on.
SMILES | CDK5 inh | NSD2 inh | V-ATPase pH | MITF act | PvdQ acylase | HTR5A inv ag | dFosB activator | SR-BI DiI inh | HTR5A ag ctr | Wnt bcat act
Cc1nnc(SCC(=O)Nc2ccc3[nH]c(=O)[nH]c3c2)s1 | 0.5 | -1 | -2 | 2 | -5 | -9 | 5 | -10 | 0 | 4
O=C(CCCn1c(=S)[nH]c2ccsc2c1=O)Nc1ccc2c(c1)OCO2 | 0.0 | 1 | 1 | 10 | -1 | 8 | -16 | 13 | -3 | -1
CC(=O)Nc1cccc(NC(=O)C2CCCN2C(=O)Nc2ccccc2C)c1 (stereo not given) | -0.5 | -2 | -2 | 0 | -6 | -13 | 4 | 25 | 5 | 1
Cc1ccc(NC(=O)CSCCc2ccccn2)nc1 | 1.5 | 3 | 3 | 14 | -2 | -3 | -11 | -7 | 1 | -2
Cc1cccc(C)c1OCC(O)CN1CCC(CN2C(=O)c3cccc4cccc(c34)C2=O)CC1 (stereo not given) | -0.7 | x | 0 | -15 | -9 | -18 | 74* | 43 | 2 | x
COc1ccc(C(=O)c2c(C)oc3ccc(O)c(CN4CCOCC4)c23)cc1 | -1.0 | 2 | -2 | x | -7 | -4 | -10 | 1 | 1 | -7
O=C(O)c1ccc(N=NN2CCOCC2)cc1 | -0.6 | 2 | 3 | -1 | -3 | -5 | -12 | 8 | 2 | 2
CCCn1c(=O)[nH]c(=O)c2c1nc(-c1cccs1)n2CCOC | -1.4 | 5 | -2 | -2 | -1 | 0 | -2 | -22 | 0 | 0
Cc1occc1C(=O)N1CCN(c2ncccn2)CC1 | -1.1 | 2 | -5 | 3 | -10 | -2 | 7 | -9 | 1 | x
COc1ccc(C)cc1NC(=O)CSc1nnc(-c2ccco2)n1Cc1ccco1 | 2.5 | 1 | -1 | -3 | 8 | -24 | -2 | 30 | 9 | 7
O=C(N/N=C/c1ccccc1)c1cc[n+]([O-])cc1 | 0.6 | -1 | 2 | 6 | -4 | -4 | -2 | x | 5 | -2
N#C/C(=C/c1ccc(F)cc1)C(N)=S | 1.4 | 0 | 1 | -9 | 5 | -2 | 2 | 3 | 1 | -1
CC(=O)N1CCc2cc(S(=O)(=O)C(C)CC(=O)NCc3ccc(C)o3)ccc21 (stereo not given) | -11 | 6 | 4 | 1 | -19 | -5 | -8 | -25 | 1 | -1
CSC1=NCCN1C(=O)COc1ccc2ccccc2c1 | -1.2 | x | 3 | 11 | -9 | -17 | -13 | x | 6 | 0
CCNc1cc(N2CCN(S(=O)(=O)c3ccc4c(c3)CCCC4)CC2)ccc1[N+](=O)[O-] | -0.2 | 1 | 0 | 4 | -11 | 9 | -10 | 22 | 3 | 4
Cn1c2ccccc2c(=O)c2c(=O)n(C3CCCCC3)c(-c3ccco3)nc21 | -0.4 | 9 | 0 | -69 | 15 | -48 | -39 | -12 | 13* | -4
Cc1[nH]c(=O)[nH]c(=O)c1S(=O)(=O)Nc1cccc(C(F)(F)F)c1 | 1.7 | 5 | 2 | 7 | -18 | -9 | -3 | -13 | 2 | 2
O=C(Nc1cnccn1)c1cccc(C(F)(F)F)c1 | -0.7 | 5 | -3 | 2 | -17 | -9 | -5 | 7 | -3 | x
Cc1nc(NC(=O)c2ccccc2)sc1-c1csc(N)n1 | -0.7 | -4 | -1 | -2 | 6 | -34 | 0 | 23 | 0 | u
COc1cc(OC)cc(C(=O)Nn2c(C)nc3ccccc3c2=O)c1 | 0.3 | x | -8 | 4 | 1 | 12 | -1 | -13 | -1 | x
CCN(Cc1cc2ccccc2[nH]c1=O)C(=O)c1cccnc1 | 1.1 | 3 | -6 | -14 | -6 | -1 | -2 | -8 | -4 | x
O=C(Nc1cccc(C(=O)N2CCCCC2)c1)c1ccccc1 | -2.2 | x | -1 | 3 | -28 | -16 | -4 | -6 | 5 | 0
C=CCc1ccccc1OCC(O)CN1CCN(CCO)CC1 (stereo not given) | 1.4 | 0 | -1 | -3 | -11 | 5 | -3 | -23 | -1 | 4
CN(/N=C/c1cc(Cl)cc(Cl)c1O)C(=S)NC(C)(C)C | -1.0 | 32 | 0 | x | -3 | -1 | -8 | -11 | 0 | 0
COC(=O)c1ccccc1NS(C)(=O)=O | -1.4 | x | 0 | -7 | -12 | 5 | -3 | -18 | -7 | -2

Next records follow.
SMILES | CDK5 inh | NSD2 inh | V-ATPase pH | MITF act | PvdQ acylase | HTR5A inv ag | dFosB activator | SR-BI DiI inh | HTR5A ag ctr | Wnt bcat act
CC12CCC(C(=O)Nc3nccs3)(OC1=O)C2(C)C (stereo not given) | -0.7 | 3 | 2 | x | -15 | -1 | 2 | 12 | 0 | -5
CCCCc1nnc(NC(=O)CSc2nc(O)c(-c3ccccc3)c(=O)[nH]2)s1 | -0.6 | -2 | 1 | -10 | -16 | 6 | -14 | -13 | -2 | -1
CC(NC(=O)c1ccc(Br)s1)c1ccncc1 (stereo not given) | 1.3 | -9 | 0 | -5 | 11 | -33 | 0 | -31 | 2 | -1
CN(C(=O)COC(=O)c1cccc(S(=O)(=O)N2CCCCCC2)c1)C1CCS(=O)(=O)C1 (stereo not given) | 0.3 | -4 | -4 | -3 | 12 | -9 | -9 | 2 | -1 | 4
CC(C)CNC(=O)c1ccccc1N(Cc1ccccc1)S(C)(=O)=O | -1.0 | 4 | -3 | x | -16 | 10 | 5 | -18 | -3 | 4
S=C1COC(c2ccccc2)N1c1ccccc1 (stereo not given) | -1.1 | -4 | 4 | 0 | -15 | 13 | 2 | 21 | 2 | 4
CC[N+]1(CC)CC2CCC(C)(C1)C2(C)C (stereo not given) | -0.8 | 1 | -6 | 3 | 2 | 1 | -1 | -19 | 1 | -1
Cc1cc(C)cc(C(=O)N(CCc2ccccc2)C2=CC3CCC(C2)N3C)c1 (stereo not given) | -3.9 | -4 | 2 | -7 | -11 | 5 | 6 | 0 | 8 | x
CSC1=N/C(=C\c2cccc(F)c2)C(=O)S1 | 0.5 | 8 | -1 | -10 | -7 | -1 | 4 | -24 | 3 | -5

2 of these compounds, set out differently.
The line under a structure holds: CDK5 inh | NSD2 inh | V-ATPase pH | MITF act | PvdQ acylase | HTR5A inv ag | dFosB activator | SR-BI DiI inh | HTR5A ag ctr | Wnt bcat act
- CC[N+]1(CC)CC2CCC(C)(C1)C2(C)C (stereo not given)
 : -0.8 | 1 | -6 | 3 | 2 | 1 | -1 | -19 | 1 | -1
- CC12CCC(C(=O)Nc3nccs3)(OC1=O)C2(C)C (stereo not given)
 : -0.7 | 3 | 2 | x | -15 | -1 | 2 | 12 | 0 | -5
